# Insulin prom inh: inhibitors of insulin promoter-driven GFP, primary screen, imaging, TRM-6 cells (human fetal islet line), eGFP reporter, cell count | reporter expression induced with tamoxifen | inhibition, % at 2 µM | 130,000 compounds, 0.9% hits | AID 1273, 2008;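 active means inhibition above the mean plus 3 SD, with well images judged a real hit on visual review, cut at about 60% in these data, passing the limit was not always enough; inconclusive means inhibition over the cutoff but images rejected on review; inactive means inhibition not above the cutoff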
# sdo1 growth: growth rescue of sdo1-depleted yeast, primary screen, S. cerevisiae, bone marrow failure model; S. cerevisiae sdo1-depleted JHY4D growth rescue, OD600 30 h; stronger effect = higher value; pdr5 snq2 efflux-pump mutant strain; z-score at 10 µM; 140,000 compounds, 0.21% hits; AID 817, 2007;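 active means z-score above 3 at both the 24 hr and the 30 hr optical density reads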;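 further: z-score against mean and SD of all compound wells on the same plate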
# sdo1 growth Rescue 24 h: recorded beside sdo1 growth, whose call it bears; z-score; S. cerevisiae sdo1-depleted JHY4D growth rescue, OD600; measured here: growth rescue at 24 h;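 0 is the plate mean of compound wells and units are plate SD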
# * marks the source's active call; other numbers are inactive results; ? = inconclusive; · = no result given. Not all compounds are listed; count on the stated rates, not on these rows.
Insulin prom inh	sdo1 growth	sdo1 growth Rescue 24 h	SMILES
43	-2.4	-1.1	OC(COc1ccc2c(c1)CCC2)CN1CCN(c2ccccc2F)CC1 (stereo unspecified)
·	-0.14	-0.38	CCCCOc1ccccc1C1NC(=O)NC(C)=C1C(=O)OCCOCC (stereo unspecified)
·	0.04	0.29	Cc1ccc(N2C(=O)/C(=C\c3ccc(C(C)C)cc3)N=C2SC2CCOC2=O)cc1 (stereo unspecified)
64*	-0.23	-0.34	CSc1ccc(NC(=O)N2CC=C(n3c(=O)[nH]c4ccccc43)CC2)cc1
·	-1.4	-1.3	COc1c(C(=O)Nc2ccc(Cc3ccncc3)cc2)ccc2ccccc12
0	0.66	0.27	CC1(C)Oc2ccc3ccc(=O)oc3c2/C(=C/NCCO)C1=O
·	0.78	0.94	O=S(=O)(N[C@@H]1C[C@H]2CC[C@@H]1C2)c1cccs1
-3	-0.57	-0.49	O=C(COC(=O)c1cc(-c2cccs2)nn1-c1ccccc1)Nc1cccc([N+](=O)[O-])c1
·	0.18	0.21	O=C(N[C@@H](Cc1ccccc1)C(=O)O)c1cccnc1
?	·	·	C/C(=N\NC(=O)c1c(C)nc2ccccn12)c1ccco1
28	-0.04	2.7	O=C(c1cnc(-c2ccc(Cl)cc2)s1)c1ccc(Cl)cc1Cl
7	0.1	-0.33	Cn1c(=O)c2c(nc(CN3CCC(C(N)=O)CC3)n2CCCc2ccccc2)n(C)c1=O
78*	·	·	C=CCc1c(C)[nH]c(=O)[nH]c1=O
-79	0.76	0.85	C[C@]12C=CC(=O)C=C1CCC1C3CC[C@](O)(C(=O)CO)[C@@]3(C)CC3OC312 (stereo partly specified)
·	0.71	0.25	COc1cccc(NC(=O)N2CCCC2C(=O)NCC(C)C)c1 (stereo unspecified)
-20	-0.77	-0.09	CCSc1nnc(NC(=O)CSc2nc3c(cc2C#N)CCCC3)s1
-58	-0.46	-0.51	CC(C)CCNC(=O)C(c1ccco1)N(CC1CCCO1)C(=O)Cn1nnc2ccccc21 (stereo unspecified)
-106	·	·	c1cnc(Sc2ccc3nnnn3n2)nc1
·	-0.73	-0.78	Brc1ccc(NCc2nnc3n2CCCCC3)cc1
·	0.86	0.78	CC1CCCCN1C(=O)c1cnn2c(C(F)(F)F)cc(-c3ccco3)nc12 (stereo unspecified)
50	·	·	CCC(c1nnnn1Cc1ccccc1)N1CCN(c2ccccc2)CC1 (stereo unspecified)
43	0.05	-0.25	CCOc1ccc(/C=C/C(=O)c2c(O)c3ccccc3oc2=O)cc1
19	0.03	-0.61	NC(=O)c1csc(-c2ccncc2)n1
-58	0.35	1.5	CCOC(=O)C1=C(NC(=S)NC(=O)c2ccccc2)c2ccccc2CC1(C)CC (stereo unspecified)
7	-0.59	-0.25	Cc1nc(NC(=O)/C=C/c2ccccc2)sc1C(=O)N(C)C
·	0.22	-0.55	CC(=O)c1cccc(S(=O)(=O)NC2CC2)c1
·	1.4	1.8	CC1(C)CC(=O)C(C=Nc2cccnc2)=C(O)C1
6	0.75	0.59	O=C1NC(=O)C2C1C(c1ccccc1)N1C3C(=O)NC(=O)C3C(c3ccccc3)N21 (stereo unspecified)
·	1.3	1.5	CCc1cc(=O)n2[nH]c(C)c(-c3ccccc3OC)c2n1
0	·	·	CC1Nc2ccccc2C(=O)N1NC(=O)c1ccc(Br)cc1 (stereo unspecified)
-21	·	·	CC(=O)CSc1ncnc2sc3c(c12)CCC(C)C3 (stereo unspecified)
·	0.02	-0.82	CCCOC(=O)NC(CC)COC(=O)Nc1cccc(C)c1C (stereo unspecified)
43	-1	-1	CC(C)c1nnc(NC(=O)c2ccc(S(=O)(=O)N3CCOCC3)cc2)s1
-19	2	2.6	Cn1ncc2c(=O)n(/N=C/c3ccccc3)cnc21
-35	0.89	0.72	CCOc1ccc(N2CC(C(=O)NCCN3C(=O)S/C(=C\c4ccc(OC)c(OC)c4)C3=O)CC2=O)cc1 (stereo unspecified)
-22	0.1	1.7	Cc1ccccc1C(=O)N=c1c(C#N)cc2c(=O)n3cccc(C)c3nc2n1Cc1ccco1
32	1.4	0.4	CC(=O)c1cc(F)c(N2CCN(CCC#N)CC2)cc1C
-39	0.51	-0.33	Cn1nc(C(=O)Nc2cccc(C(F)(F)F)c2)ccc1=O
·	-0.07	-0.04	Cc1cc(C)c[n+](CC(=O)c2cc3ccccc3oc2=O)c1
-38	·	·	CN(NC(=O)Nc1ccc(Cl)cc1)c1ncc(C(F)(F)F)cc1Cl
21	·	·	COCCCNC(=O)C1CCC(CNS(=O)(=O)c2ccc(Cl)cc2)CC1 (stereo unspecified)
·	0.1	1.6	COc1cc(NC(=O)c2noc3c2CCCC3)c(OC)cc1Cl
7	-1.1	0	CC(C)(C)C1=CC(=O)C(=O)C(C(C)(C)C)=C1
-45	0.6	0.08	Cc1[nH]nc2c1C(c1cccc(OC(=O)N3CCOCC3)c1)C(C#N)=C(N)O2 (stereo unspecified)
53	1.5	0.34	Cc1nnc(C)n1/N=C/c1ccccc1
6	·	·	CC(NC(=O)NNC(=O)c1ccncc1)(C(F)(F)F)C(F)(F)F
39	·	·	CC(=O)NC1=NC(=O)/C(=C/c2cc(C)n(-c3cccc(C(=O)O)c3)c2C)S1
·	-0.66	-0.78	CN1CCN(c2nc(-c3cccs3)cc(C(F)(F)F)n2)CC1
-31	1.6	1.5	CCOc1ccc(NC(=O)c2ccco2)cc1
·	0.93	-0.16	COc1ccc(N2C(=O)C3CCCN3C2c2cccc(F)c2)cc1Cl (stereo unspecified)
-30	0.93	0.92	CNC(=O)C(Sc1ccccc1)c1ccccc1 (stereo unspecified)
-27	-0.01	-0.74	O=C(Cn1cnc2ccccc21)N/N=C/c1ccco1
6	-0.45	-0.01	CCCCN(C(=O)Cc1cccs1)c1nnc(-c2cccnc2)s1
·	-0.08	-0.47	Cc1ccccc1NC(=O)C1C2CC/C=C\CCC21 (stereo unspecified)
·	0.52	-0.09	CCC1CCCN1Cn1cnc2c([nH]c3ccccc32)c1=O (stereo unspecified)
-215	-0.33	-0.88	Cc1ccc(C2(C(F)(F)F)NC(=O)N3CCCN=C3S2)cc1 (stereo unspecified)
-69	-0.78	0.3	OCCN1CCN(c2nc(-c3ccccc3)nc3c2oc2ccccc23)CC1
38	-0.88	-0.55	CNC(=O)c1sc(SC)cc1-c1ccc(Cl)cc1
-33	-0.88	-0.45	COc1ccccc1CN1CCCC(C(=O)N(C)Cc2ccccc2)C1 (stereo unspecified)
-40	0.9	0.68	CN1C(=O)c2ccc(NC(=O)c3c(F)c(F)c(F)c(F)c3F)cc2C1=O

# Single entries from the results shown.
# COc1c(C(=O)Nc2ccc(Cc3ccncc3)cc2)ccc2ccccc12 in sdo1 growth Rescue 24 h: -1.3
# CCCOC(=O)NC(CC)COC(=O)Nc1cccc(C)c1C (stereo unspecified) in sdo1 growth Rescue 24 h: -0.82

# Going on with the list.
Insulin prom inh	sdo1 growth	sdo1 growth Rescue 24 h	SMILES
-8	-0.37	-0.65	COc1cccc(CNC(=O)C2CCN(S(=O)(=O)c3ccc(F)cc3)CC2)c1
-23	0.07	-0.57	CSc1ccccc1C(=O)Nc1cc(C)cc(C)c1
-11	-0.5	-1.3	COC(=O)C1=C(C)Nc2nnnn2C1c1ccc(Cl)cc1Cl (stereo unspecified)
·	-0.8	-0.4	CCOC(=O)C1=CN(C)C=C(C(=O)OCC)C1c1ccsc1
-120	0.44	0.4	COc1ccc(S(=O)(=O)Cc2ccc(C(=O)N3CCN(c4ccccc4)CC3)o2)cc1
·	0.18	1.3	CCOC(=O)c1cccc(NC(=O)C2CCCN(S(=O)(=O)c3c(C)nn(C)c3C)C2)c1 (stereo unspecified)
-19	0.26	-0.9	Nn1c(SCC(=O)N2CCN(S(=O)(=O)c3ccc(Cl)cc3)CC2)nnc1-c1cccs1
·	1.6	0.56	CCOC(=O)CSc1nnc(CNC(=O)Cc2ccccc2)n1C
-12	·	·	CCOc1ccc(S(=O)(=O)N(C)c2ccc(OCC(=O)Nc3nccs3)cc2)cc1
·	-0.71	-1.2	O=C(c1ccc(Cl)cc1)N1CCC(O)(CSc2ccccc2)CC1
63	0.13	-1.2	c1cc2c3c(cccc3c1)C(N1CCCCCC1)=N2
·	0.7	0.92	CCOc1cc(/C=N/NC(=O)COc2nc(C)cc(COC)c2C#N)ccc1O
·	-0.57	-0.59	CCCCOC1(c2ccccc2)OC(=O)c2ccccc21 (stereo unspecified)
·	-0.13	-0.03	CCn1c(/C=C/c2cccc([N+](=O)[O-])c2)nc2ccccc2c1=O
-41	0.54	1.4	Cc1ccc(Cl)cc1N1CCN(CC(=O)Nc2ccc3[nH]c(=O)[nH]c3c2)CC1
·	0.69	1.1	c1coc(CNCC2OCCc3ccccc32)c1 (stereo unspecified)
29	0.6	1	COc1ccc(NC(C)=O)cc1NC(C)C(=O)Nc1ccc(F)c(F)c1F (stereo unspecified)
·	-0.36	-0.33	CCCSc1nc2c(cnn2-c2ccc(Cl)cc2)c(=O)[nH]1
·	0.33	-0.67	Cc1cc(C)nc(NC(=O)c2cc3ccccc3o2)n1
26	-2.6	-1.5	CCn1c(=N)n(CC(=O)C23CC4CC(CC(C4)C2)C3)c2ccccc21
6	0.65	0.42	NC(=O)c1cnn2c1NC(c1ccc(F)cc1)CC2C(F)(F)F (stereo unspecified)
·	-0.81	-0.38	Cc1ccc2oc(=O)c3cnn(CC(=O)N(CCC(C)C)Cc4ccco4)c3c2c1
·	0.5	0.78	O=C(CSc1nnc(NC(=O)CN2CCOCC2)s1)Nc1ccccc1
-436	0.01	1.4	CCOC(=O)c1cnn(-c2ncnc3sc(CC)cc23)c1N
-8	-1.7	-0.08	CSc1nc(C2CC2)cc(-c2cccs2)c1C#N
22	-0.14	-0.12	CN(c1ccc(OCC(=O)OCC(=O)Nc2ccc(Br)cc2)cc1)S(=O)(=O)c1cccs1
·	1.3	1.5	Clc1ncc(CN2CCN(Cc3ccccc3)CC2)s1
17	-1.2	-0.76	O=C(c1ccc(Cl)cc1)c1cnc(-c2ccc(Cl)cc2)s1
·	-0.79	-1.5	CCCCNC(=O)OCCNC(=O)Oc1cccc(C)c1
-43	·	·	COC(=O)CCC(=O)NNC(=O)c1ccc([N+](=O)[O-])cc1
-18	·	·	Cc1c(Cl)cccc1NC(=S)NN
32	0.09	-0.69	CCN(CCO)c1cc(Cl)nc(SC)n1
-4	1.2	0.75	Cc1ccc(S(=O)(=O)/N=C(/Nc2c(C)n(C)n(-c3ccccc3)c2=O)c2ccc(Cl)cc2)cc1
?	0.38	0.36	COc1ccc(S(=O)(=O)Nc2ccc(C)cc2)cc1OC
-11	0.4	0.17	CCCCn1nnnc1SCC(=O)N1CCN(C(=O)c2ccco2)CC1
17	·	·	O=C(Nc1ccccc1)c1ccccc1C(=O)N1CCCCC1
-2	0.92	1.3	COc1ccc(/C(N)=N/OC(=O)Cc2cccs2)cc1OC
·	0.97	0.73	CC1=C(C#N)C2C(/C1=N/O)C2(C)C (stereo unspecified)
·	-1.4	-0.62	C=CCn1c(-c2oc3nc(-c4ccccc4)cc(-c4ccccc4)c3c2N)n[nH]c1=S
-3	-1.2	-1.4	Cc1ccc(C(=O)NCc2ccc(N3CCN(C(=O)OC(C)(C)C)CC3)cc2)cc1
-56	-0.48	-0.8	O=C(Nc1nnc(C2CC2)s1)c1ccc(S(=O)(=O)c2ccccc2)cc1
-88	1.1	1.3	Cc1ccc(NC(=S)N(CCCN2CCOCC2)Cc2ccccn2)cc1Cl
12	0.29	-0.41	CCSC1=NSC2=NC(=O)/C(=C\c3coc4ccccc4c3=O)C(=N)N12
-11	-0.94	-0.97	O=c1c([N+](=O)[O-])cc(C(F)(F)F)cn1Cc1cccc(Cl)c1
·	0.43	-0.24	CCc1nnc(NC(=O)c2ccc(S(=O)(=O)N(CCOC)CCOC)cc2)s1
·	-1.8	-1.4	O=C(COC(=O)CCCNC(=O)c1ccc(Cl)cc1)Nc1ccc(Br)cc1

# 16 entries from above, ordered by SMILES length, low to high.
Insulin prom inh	sdo1 growth	sdo1 growth Rescue 24 h	SMILES
-18	·	·	Cc1c(Cl)cccc1NC(=S)NN
32	0.09	-0.69	CCN(CCO)c1cc(Cl)nc(SC)n1
·	0.97	0.73	CC1=C(C#N)C2C(/C1=N/O)C2(C)C (stereo unspecified)
·	-0.79	-1.5	CCCCNC(=O)OCCNC(=O)Oc1cccc(C)c1
?	0.38	0.36	COc1ccc(S(=O)(=O)Nc2ccc(C)cc2)cc1OC
-2	0.92	1.3	COc1ccc(/C(N)=N/OC(=O)Cc2cccs2)cc1OC
17	-1.2	-0.76	O=C(c1ccc(Cl)cc1)c1cnc(-c2ccc(Cl)cc2)s1
-11	0.4	0.17	CCCCn1nnnc1SCC(=O)N1CCN(C(=O)c2ccco2)CC1
-88	1.1	1.3	Cc1ccc(NC(=S)N(CCCN2CCOCC2)Cc2ccccn2)cc1Cl
-43	·	·	COC(=O)CCC(=O)NNC(=O)c1ccc([N+](=O)[O-])cc1
·	-1.8	-1.4	O=C(COC(=O)CCCNC(=O)c1ccc(Cl)cc1)Nc1ccc(Br)cc1
-11	-0.94	-0.97	O=c1c([N+](=O)[O-])cc(C(F)(F)F)cn1Cc1cccc(Cl)c1
12	0.29	-0.41	CCSC1=NSC2=NC(=O)/C(=C\c3coc4ccccc4c3=O)C(=N)N12
-3	-1.2	-1.4	Cc1ccc(C(=O)NCc2ccc(N3CCN(C(=O)OC(C)(C)C)CC3)cc2)cc1
·	-1.4	-0.62	C=CCn1c(-c2oc3nc(-c4ccccc4)cc(-c4ccccc4)c3c2N)n[nH]c1=S
-4	1.2	0.75	Cc1ccc(S(=O)(=O)/N=C(/Nc2c(C)n(C)n(-c3ccccc3)c2=O)c2ccc(Cl)cc2)cc1
